ERG-DNA inh = blocks human ERG Ets domain binding to DNA. P11308. fluorescence polarization, His-ERG Ets domain / labelled DNA. Potency, µM (top dose mostly 76.9 µM), inactives show at the top dose FP activity, negative = inhibition, hits mostly inhibitors. 370,000 tested, 0.028% active. AID 624246; active = well fitted inhibition curve with a large enough effect in the polarisation, with a control signal flat; inconclusive = small, poorly fitted or top-dose-only effect, or effect the other way, or a change in a side signal; inactive = no such curve, though single readings can be large or run the other way; the % refers to the polarisation;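 also: polarization taken with two DNA probes labelled with fluorescein and Texas red; potency is read from the fitted curve at half-maximal effect; % of control where 0% means no effect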
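His-tagged ERG Ets domain (1 uM in the protein solution; 300mM KCl, 50mM Tris-HCl, 1mM EDTA, 1mM DTT, pH 7.5) received compound, then a probe mix of 5 nM fluorescein-DNA and 100nM Texas-615-DNA. Fluorescence polarization was read for both dyes.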
LDHA inh = LDHA (human) enzyme inhibition; activity change, % (values are at about 110 or 230 µM); P00338; 480,000 tested, 0.15% active; purified LDHA, NADH/diaphorase-resazurin fluorescence; hits give low values; in the data active = activity change below about -30%; inconclusive = mostly about -25% to -30%;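 also: plate controls were DMSO wells for no effect and wells without enzyme for full effect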
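Remaining NADH was detected by diaphorase (0.133 mg/mL) converting 37 µM resazurin to fluorescent resorufin, read at 0 and 20 minutes. The preceding 5-minute room-temperature reaction used 2 nM LDHA, 0.2 mM sodium pyruvate and 0.06 mM NADH at pH 7.4.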
ALOX12 inh = blocks human arachidonate 12S-lipoxygenase; purified 12hLO, xylenol orange hydroperoxide absorbance; Potency, µM (series often up to 108 µM), for inactives: at the top dose activity change, negative = inhibition, most hits filed as inhibitors; 580,000 tested, 1.1% active; also: potency is read from the fitted curve at half-maximal effect; % is scaled to controls: 0 for no effect and ±100 for the full control effect
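Purified human 12hLO (150 nM final) in 25 mM Hepes, 0.01% Triton X-100, pH 7.0 was preincubated 15 min at room temperature with compound. Then 40 uM arachidonic acid was added, 30 min. Hydroperoxide was read by Fe-XO absorbance ratio 573/405 nm.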
POLH inh = blocks human DNA polymerase eta activity; Q9Y253; recombinant Pol eta, fluorescent DNA replication assay; Potency, µM (highest dose often 114 µM), without a hit: at the top dose activity change, negative = inhibition, actives largely listed as inhibitors; 390,000 tested, 1.2% active; also: potency is read from the fitted curve at half-maximal effect; % is scaled to controls: 0 for no effect and ±100 for the full control effect
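Pol eta at 10 nM preincubated with compounds 15 min at room temperature; reaction started with fluorescent substrate (50 nM final) and read kinetically at 0 and 10 min.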
Pol beta inh = blocks human DNA polymerase beta activity. AID 485314. 340,000 tested, 1.3% active. Potency, µM (top dose mostly 114 µM), for inactives: at the highest dose activity change, negative = inhibition, most hits filed as inhibitors. P06746. Pol beta primer extension/strand displacement, fluorescence kinetic; also: potency is read from the fitted curve at half-maximal effect; % is scaled to controls: 0 for no effect and ±100 for the full control effect
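Pol beta (10 nM) and compounds were preincubated 15 min at room temperature, then 50 nM substrate (final) started primer extension/strand displacement. Reads were taken at 0 and 10 min; concentration-response data were fitted to a four-parameter Hill equation.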
Apoferritin bind = binds horse apoferritin like a general anesthetic. P02791. apoferritin/1-aminoanthracene competitive binding, fluorescence. Potency, µM (top dose mostly 77.5 µM), inactives show top-dose activity change, negative = displacement, actives largely listed as inhibitors. 350,000 tested, 0.074% active. AID 485281; also: potency is read from the fitted curve at half-maximal effect; % is scaled to controls: 0 for no effect and ±100 for the full control effect; nearly all actives have a fitted effect of over 20% in size
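Concentration-response curves derived by four-parameter Hill fitting of normalized fluorescence, where compounds displaced 1-AMA from 10 uM horse apoferritin following a brief 10 min room-temperature incubation; propofol titration acted as positive control.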
RGS4 inh = human RGS4 inhibition; P49798; Transcreener GDP fluorescence polarization, RGS4-accelerated GTP hydrolysis; Potency, µM (highest dose often 114 µM), inactives show at the top dose activity change, negative = inhibition, most hits filed as inhibitors; 390,000 tested, 0.039% active; AID 504845; also: potency is read from the fitted curve at half-maximal effect; % is scaled to controls: 0 for no effect and ±100 for the full control effect; nearly all actives have a fitted effect of over 75% in size; some results filed as inactive show a strong effect at the top dose
Target sequence (P49798 whole entry, looked up): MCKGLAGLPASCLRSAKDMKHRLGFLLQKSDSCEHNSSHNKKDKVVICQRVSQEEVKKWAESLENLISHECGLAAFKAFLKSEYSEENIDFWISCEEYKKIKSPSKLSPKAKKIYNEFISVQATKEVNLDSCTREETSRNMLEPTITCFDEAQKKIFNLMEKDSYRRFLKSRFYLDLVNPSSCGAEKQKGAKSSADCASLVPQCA
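MLSMR compounds (23 nl, pin-transferred) preincubated 10 min at room temperature with a 500nM (2x) first reagent, then RGS4 at 900nM (2x) plus Transcreener GDP mix added; fluorescence polarization (620/688 nm) read before and after 90 min at 30 °C.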
POLK inh = inhibitors of human DNA polymerase kappa. Q9UBT6. purified Pol kappa, fluorescent DNA synthesis assay, 10 min. Potency, µM (highest dose often 107 µM), without a hit: at the highest dose activity, negative = inhibition, usual class: inhibitors. 400,000 tested, 0.53% active; also: potency is read from the fitted curve at half-maximal effect; % is scaled to controls: 0 for no effect and ±100 for the full control effect
Target sequence (Q9UBT6 whole entry, looked up): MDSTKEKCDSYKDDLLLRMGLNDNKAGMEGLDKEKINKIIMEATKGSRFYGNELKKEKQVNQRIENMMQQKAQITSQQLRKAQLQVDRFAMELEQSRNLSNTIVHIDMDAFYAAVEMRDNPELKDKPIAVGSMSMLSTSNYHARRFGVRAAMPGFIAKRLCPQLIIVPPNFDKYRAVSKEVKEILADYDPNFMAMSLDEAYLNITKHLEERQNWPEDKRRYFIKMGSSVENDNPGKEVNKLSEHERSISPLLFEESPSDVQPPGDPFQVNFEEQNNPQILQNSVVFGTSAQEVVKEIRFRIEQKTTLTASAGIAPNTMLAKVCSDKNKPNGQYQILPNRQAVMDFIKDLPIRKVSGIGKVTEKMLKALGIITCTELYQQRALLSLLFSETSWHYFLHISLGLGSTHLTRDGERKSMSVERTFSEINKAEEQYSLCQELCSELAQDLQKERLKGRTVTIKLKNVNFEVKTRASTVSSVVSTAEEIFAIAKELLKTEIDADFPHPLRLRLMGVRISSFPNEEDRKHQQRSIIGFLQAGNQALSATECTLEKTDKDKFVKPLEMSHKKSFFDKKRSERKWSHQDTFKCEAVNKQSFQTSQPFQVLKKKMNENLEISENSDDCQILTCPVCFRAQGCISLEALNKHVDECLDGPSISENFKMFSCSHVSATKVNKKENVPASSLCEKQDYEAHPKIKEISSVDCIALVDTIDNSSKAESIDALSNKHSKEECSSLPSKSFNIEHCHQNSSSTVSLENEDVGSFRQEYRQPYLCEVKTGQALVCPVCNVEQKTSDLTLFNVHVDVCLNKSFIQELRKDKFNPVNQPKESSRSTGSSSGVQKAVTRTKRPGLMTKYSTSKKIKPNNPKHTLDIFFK
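Enzyme at 10 nM met test compounds for 15 min at room temperature. Substrate addition (50 nM final) began the reaction, which was monitored by fluorescence at 0 and 10 min.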
APEX1 inh = inhibitors of human APE1 endonuclease; AID 2517; P27695; Potency, µM (doses to about 65.8 µM), for the others: at the top dose activity change, negative = inhibition, most hits filed as inhibitors; recombinant APE1, TAMRA/BHQ-2 abasic DNA cleavage fluorescence; 350,000 tested, 0.35% active;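 also: potency is read from the fitted curve at half-maximal effect; plate controls were vehicle for no effect and reference inhibitor for full effect; nearly all actives have a fitted effect of over 55% in size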
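Activity was derived from the fluorescence gain between first and third kinetic reads (60 s intervals, ex 525/em 598 nm) after 50 nM THF-abasic TAMRA/BHQ-2 duplex was added to 0.75 nM APE1 preincubated 15 min with compound.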
Numbers without * were called inactive; ? = inconclusive; / = no result given; & = joins results of further samples; [ ] = dose if it differs, or a comment. Unless noted, calls follow the shape of the dose curve; as a rule, active = well fitted curve in the direction sought with a large enough effect; inconclusive = small, poorly fitted or top-dose-only effect, or another doubt; inactive = no such curve, though single readings can be large; an effect the other way counts as inactive or inconclusive. The list is partial; the hit share may differ from the screen's.

SMILES	ERG-DNA inh	LDHA inh	ALOX12 inh	POLH inh	Pol beta inh	Apoferritin bind	RGS4 inh	POLK inh	APEX1 inh
CC(=O)Nc1cc(-c2ccccc2)nn1Cc1cccc(Cl)c1	2.4%	0.0	?	-18.1%	1.1%	-1.8%	1.6%	-25.8%	/
CCN(Cc1ccccc1)C(=O)c1ccc(N(C)S(=O)(=O)c2ccc(C)cc2)cc1	4.8%	-2.8	?	-20.0%	/	/	11.2%	-19.3%	27.0%
COc1ccc(S(=O)(=O)N2CCN(Cc3cccc(F)c3)CC2)cc1	-3.7%	-17.7	-25.5%	-11.9%	/	/	31.6%	-4.8%	/
CC(C)NC(=O)CCCn1cc([N+](=O)[O-])cn1	1.9%	-11.8	-15.4%	-19.1%	4.9%	-8.9%	-4.1%	1.5%	-2.2%
Cc1occc1-c1nnc(SCC(=O)NC2(C#N)CCCC2)n1C	-1.1%	-1.9	-0.7%	-8.4%	/	/	4.9%	-3.1%	14.8%
COc1ccc(S(=O)(=O)Oc2ccc3ccccc3c2)cc1	-3.5%	-2.5	22.0%	-14.1%	12.4%	11.4%	-21.8%	-4.3%	1.4%
COC1CCN(Cc2c(C(=O)N3C[C@@H](C)O[C@@H](C)C3)nc3ccc(Cl)cn23)CC1	-1.3%	-7.0	-23.7%	-7.6%	10.0%	-5.2%	12.2%	-4.4%	21.5%
COc1ccc(C(=O)NC(C)c2cnn(-c3ccccn3)c2C)o1 (stereo not given)	2.0%	4.1	-17.1%	-21.6%	-7.6%	-11.9%	-4.1%	-5.5%	13.9%
CCCCCSc1nc2c(c(=O)[nH]c(=O)n2C)n1CCc1ccccc1	-2.6%	-16.2	8.1%	-6.9%	-1.8%	8.8%	9.3%	0.1%	12.1%
COC(=O)COc1nc(C)c2c(c1C#N)CC(C)(C)OC2	3.4%	-5.5	0.0%	-11.1%	-15.7%	-6.7%	44.1%	-12.4%	3.1%
COc1ccc(C2=NN(C(=O)CSc3nccn3C)C(c3ccco3)C2)cc1 (stereo not given)	4.3%	-0.1	81.1%[activator]	-14.3%	/	/	0.9%	6.6%	7.4%
CCOc1ccc(C(=O)Nc2cc(NC(=O)c3ccc(OCC)c(Cl)c3)cc(C(=O)O)c2)cc1Cl	8.1%	1.4	?	31.6µM*	17.8µM*	-5.8%	-9.0%	-1.5%	-4.1%
CCc1cc(=S)n2c([nH]c3ccccc32)c1C#N	5.2%	-20.2	/	-6.3%	5.4%	-17.1%	?	-7.3%	8.0%
Cc1nnc(N2CCC(C(=O)Nc3ccc(F)cc3)CC2)c2nn(-c3ccc(Cl)cc3)c(C)c12	4.6%	-1.2	4.0%	-0.6%	3.3%	-12.6%	-32.5%	-8.4%	/
CCN1C(=O)/C(=C\N(C)C)S/C1=N\S(=O)(=O)c1ccccc1	-0.4%	0.0	0.0%	-14.1%	-10.5%	-19.2%	-41.4%	-33.0%	-0.6%
CCN1/C(=C\C=C2\C(=O)N(C)C(=S)N2C)Sc2ccccc21	41.6%[activator]	2.4	-28.8%	3.4%	-9.1%	-10.0%	?	-9.1%	-1.8%
COc1cc(C2CC(=O)c3c(O)cc(O)cc3O2)ccc1O (stereo not given)	12.6%	4.8	-20.6%	-23.6%	?	?	-12.6%	10.5%	2.3%
COc1ccc(-c2[nH]c(-c3ccc(C)cc3)nc2SCC(=O)NCC2CCCO2)cc1 (stereo not given)	2.3%	-4.2	-7.1%	-9.1%	-11.0%	5.3%	32.3%	-6.0%	/
CCOC(=O)c1nnc2c(-c3ccc(F)cc3)c(C)nn2c1N	-5.4%	3.2	4.9%	-1.2%	-0.6%	-3.9%	0.3%	11.1%	/
CCOc1ccc(S(=O)(=O)NC2CC2)cc1C(N)=O	12.8%	-6.3	?	-13.7%	-18.4%	-3.7%	-6.2%	-3.9%	4.6%
COc1cccc(-c2nn(Cc3ccccc3)cc2CO)c1	11.7%	-2.4	-16.1%	-19.2%	5.7%	-4.1%	-22.0%	0.0%	52.7%[activator]
O=C(CCc1ccccc1)NNC(=O)Nc1ccc(F)c(Cl)c1	-8.7%	-7.6	8.7%	-19.7%	19.5%	-10.9%	-14.3%	-6.1%	29.4%
O=C(COc1ccccc1)N1CCN(S(=O)(=O)c2ccc(Br)cc2)CC1	3.1%	-3.7	-23.4%	-21.2%	21.9%	-7.4%	27.7%	-22.3%	12.1%
CCc1nc2sc3c(O)cc(=O)[nH]c3c2cc1C	-4.3%	6.7	?	0.7%	0.1%	0.6%	-4.5%	-10.9%	-3.9%
O=C(O)CCN1C(=O)C2CCCCC2C1=O (stereo not given)	1.3%	1.7	82.1%[activator]	-7.9%	31.2%	1.4%	-14.3%	5.1%	-1.0%
SMILES	ERG-DNA inh	LDHA inh	ALOX12 inh	POLH inh	Pol beta inh	Apoferritin bind	RGS4 inh	POLK inh	APEX1 inh
O=C(Nc1ccc(N2CCOCC2)cc1N1CCOCC1)c1cccs1	-2.8%	-5.5	0.0%	-11.8%	13.2%	-4.4%	7.1%	-18.3%	0.7%
O=C(NCc1cccs1)C(Cc1ccccc1)NS(=O)(=O)c1cccs1 (stereo not given)	-1.0%	0.2	0.0%	-19.1%	10.1%	-5.6%	-17.4%	-19.4%	12.0%
COC(=O)[C@H](Cc1ccccc1)NC(=O)Cn1ccc(NC(=O)OCc2ccccc2)nc1=O	5.0%	2.0	-9.8%	-9.8%	/	/	10.5%	-0.4%	26.6%
CCn1cc(CN2CCC(C(=O)Nc3cccc(-c4cscn4)c3)CC2)cn1	-21.6%	-3.1	8.2%	-3.0%	-0.5%	-6.8%	-16.3%	-6.6%	34.8%
CN(CC(=O)Nc1ccccc1Cl)C(=O)c1ccc(N2CCCCCC2)c([N+](=O)[O-])c1	2.1%	1.2	-16.8%	-12.9%	/	/	-20.7%	10.3%	-16.1%
CCS(=O)(=O)N1CCCC(C(=O)NC2CCCC2)C1 (stereo not given)	-5.1%	-1.1	387.5%[activator]	-6.8%	22.6%	-3.6%	-3.9%	-5.8%	-4.4%
CC(C)c1ccc(/C=N/n2cnnc2)cc1	-6.5%	-1.1	?	-12.5%	-8.7%	0.9%	7.8%	2.1%	-0.9%
CN(C)S(=O)(=O)c1cccc(C(=O)Nc2cc(S(=O)(=O)N3CCOCC3)ccc2N2CCCC2)c1	3.2%	-2.1	?	-17.4%	/	/	?	0.6%	/
O=S(=O)(Nc1c(F)cccc1F)c1ccc2c(c1)OCCO2	-1.8%&2.5%	-1.7&-8.7	1.9%&-20.0%	-16.0%&4.3%	38.1%&0.0%	3.5%&-2.3%	23.8%&10.0%	-7.9%&-4.5%	-1.7%[12.4 µM]
COCCNC(=O)C1CC(c2cccc(F)c2)=NO1 (stereo not given)	3.4%	-0.2	2.1%	1.8%	4.7%	-4.1%	0.0%	5.4%	1.1%
Cc1ccc([N+](=O)[O-])cc1NC(=O)CNC1CCCCC1	-9.4%	-0.3	1.1%	-16.3%	8.3%	-14.0%	-33.0%	-2.2%	-7.6%
CC(OC(=O)c1cc[n+]([O-])cc1)C(=O)NCc1ccccc1 (stereo not given)	2.7%	-2.8	10.0%	-17.9%	/	/	12.5%	4.9%	-2.6%
COC(=O)CSc1nc2sc3c(c2c(=O)n1-c1ccc(OC)cc1)CCN(C)C3	8.4%	-0.2	-19.7%	-4.9%	-1.2%	-3.5%	-12.8%	7.9%	1.6%
COc1ccccc1CNC(=O)c1cnn2c(C(F)F)cc(C)nc12	-2.3%	-7.2	0.0%	?	28.4%	?	11.8%	-13.2%	1.7%
O=C(NN1C(=O)C2C(C1=O)C1C=CC2C12CC2)c1ccncc1 (stereo not given)	-9.3%	-2.8	0.0%[57.4 µM]	-18.2%	24.1%	-2.0%	-28.5%	-10.0%	-2.8%
COc1ccsc1NC(=O)OCc1ccc(Cl)cc1	14.1%	-5.3	?	-13.5%	-26.3%	-11.3%	-33.4%	-4.4%	33.7%
CCCN(CC(=O)Nc1ccccc1Br)CC(=O)Nc1ccc(F)c(F)c1F	-1.1%	0.0	4.2%	-27.3%	4.4%	7.9%	-15.8%	-6.1%	18.0%
CCCC(=O)N(CCN1CCOCC1)c1nc2ccc(OCC)cc2s1	-11.4%	-3.9	?	-4.6%	19.6%	-7.4%	18.0%	-4.0%	0.6%
COc1ccc(-c2nc3cccc(C)n3c2NCC2CCCO2)cc1O (stereo not given)	-6.3%	-4.6	-12.6%	-5.5%	-13.5%	70.6%[activator]	1.1%	-10.8%	-1.7%
COc1ccc(S(=O)(=O)Nc2ccc3c(c2)C(=O)N([C@H](C)CO)C[C@H](C)[C@@H](CN(C)C(=O)Nc2ccccc2)O3)cc1	0.8%	-1.2	-13.7%	-10.0%	/	/	7.1%	5.7%	28.4%
O=S(=O)(Cc1ccccc1)N1CCN(C/C=C/c2ccccc2)CC1	6.1%	0.0	7.7%	-2.0%	-1.3%	-5.7%	-0.9%	0.0%	2.0%
CCOc1ccc(S(=O)(=O)Nc2cccc(C(=O)N3CC(C)OC(C)C3)c2)cc1 (stereo not given)	1.1%	-3.2	-12.8%	-7.7%	/	/	-14.0%	-17.3%	-21.5%

From PubChem BioAssay
